Source: PubChem
aSyn rescue: rescues yeast growth from alpha-synuclein toxicity; Yeast expressing alpha-synuclein, growth rescue, BacTiter-Glo, 24 h; actives 0.14% (n = 370,000); Potency, µM (doses to about 46.1 µM), for the others: top-dose growth rescue (activation), actives largely listed as activators; also: % of control where 0% means no effect; nearly all actives have a fitted effect of over 65% in size
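Readout is rescue of growth in alpha-synuclein-expressing yeast, so inhibitors of toxicity appear as activators. Growth after 24 hr at 30 deg C in galactose medium is quantified by luminescence.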
EPAC1 antagonist: EPAC1 (human) antagonism; EPAC1 GEF assay, Rap1b-BODIPY-GDP exchange fluorescence; AID 720709; Potency, µM (top dose mostly 115 µM), for the others: at the top dose activity change, negative = inhibition, usual class: inhibitors; actives 0.14% (n = 360,000); O95398;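 also: plate controls were vehicle for no effect and positive control for full effect; nearly all actives have a fitted effect of over 50% in size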
Target sequence (O95398 whole entry, looked up): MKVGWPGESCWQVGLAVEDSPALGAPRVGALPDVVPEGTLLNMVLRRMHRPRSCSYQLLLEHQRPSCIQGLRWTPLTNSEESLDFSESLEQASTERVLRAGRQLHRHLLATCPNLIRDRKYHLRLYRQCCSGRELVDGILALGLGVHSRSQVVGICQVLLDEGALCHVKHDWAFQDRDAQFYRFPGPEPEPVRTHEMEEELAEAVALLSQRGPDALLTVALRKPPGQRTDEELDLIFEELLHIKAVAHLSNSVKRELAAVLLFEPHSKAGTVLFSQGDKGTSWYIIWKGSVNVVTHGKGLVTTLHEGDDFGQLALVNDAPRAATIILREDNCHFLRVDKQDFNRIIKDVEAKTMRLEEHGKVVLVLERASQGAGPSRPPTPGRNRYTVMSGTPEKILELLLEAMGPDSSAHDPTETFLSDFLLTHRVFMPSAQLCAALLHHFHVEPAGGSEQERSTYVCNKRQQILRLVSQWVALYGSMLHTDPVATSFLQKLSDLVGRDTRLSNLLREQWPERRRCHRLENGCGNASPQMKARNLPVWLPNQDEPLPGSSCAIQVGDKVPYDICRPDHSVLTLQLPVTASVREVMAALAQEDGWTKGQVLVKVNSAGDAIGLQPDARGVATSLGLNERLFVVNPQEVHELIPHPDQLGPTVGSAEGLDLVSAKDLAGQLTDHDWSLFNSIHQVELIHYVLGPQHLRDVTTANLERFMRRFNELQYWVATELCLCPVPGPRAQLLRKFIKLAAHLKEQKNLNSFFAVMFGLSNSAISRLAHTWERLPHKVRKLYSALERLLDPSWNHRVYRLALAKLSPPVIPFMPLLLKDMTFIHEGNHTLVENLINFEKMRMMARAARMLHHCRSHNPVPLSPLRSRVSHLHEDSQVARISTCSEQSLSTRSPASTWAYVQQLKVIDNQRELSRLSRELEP
EPAC2 antag: blocks human EPAC2 exchange factor; Q8WZA2; EPAC2 GEF exchange of Rap1B-BODIPY-GDP, fluorescence; Potency, µM (highest dose often 114 µM), without a hit: at the highest dose activity, negative = inhibition, usual class: inhibitors; actives 0.18% (n = 360,000); AID 720708; also: % is scaled to controls: 0 for no effect and ±100 for the full control effect; nearly all actives have a fitted effect of over 45% in size; many of its hits are not listed in these tables
TDP-43 yeast inh: rescues yeast growth from TDP-43 toxicity. Potency, µM (series often up to 46.1 µM), without a hit: at the top dose growth rescue (activation), actives largely listed as activators. actives 1.8% (n = 410,000). TDP-43 expressing yeast growth rescue, BacTiter-Glo, 24 h; also: % of control where 0% means no effect; nearly all actives have a fitted effect of over 50% in size
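Yeast cells expressing TDP-43 under galactose induction are exposed to compounds for 24 hr at 30 deg C. BacTiter-Glo luminescence measures growth, so protective compounds score as activators.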
EPAC1 ag: EPAC1 (human) agonism. EPAC1 agonist qHTS, biochemical assay; response scale: 100% = response to 6.5 mM cAMP. Potency, µM (titrated, usually from 154 µM), inactives show at the top dose activation, usual class: activators. actives 0.073% (n = 360,000). AID 720707; also: nearly all actives have a fitted effect of over 60% in size
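Nucleotide exchange by EPAC1 (100 nM) on Rap1B–BODIPY-GDP (250 nM) in the presence of 50 uM GDP is tracked fluorescently at 480/540 nm over 30 min. Signals are normalized to a 6.5 mM cAMP control.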
PTHR1 agonist: activates the human parathyroid hormone receptor PTHR1; Potency, µM (highest dose often 115 µM), inactives show at the highest dose activation, actives largely listed as activators; actives 0.075% (n = 410,000); HEK293 GP2 PTHR1 cells, GloSensor cAMP luminescence, 1 h; Q03431; also: nearly all actives have a fitted effect of over 55% in size; some results filed as inactive show a strong effect at the top dose; inactives centre near -15; many of its hits are not listed in these tables
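HEK-293-derived GP2 cells expressing PTHR1 and a GloSensor cAMP reporter, 3,000/well, plated overnight, given luciferin plus IBMX (each 0.5 mM as added) for 1 h at 37 °C, then compound for 1 h at 37 °C. Luminescence was read after 15 min at room temperature.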
FUS suppressor: suppressors of FUS proteinopathy in yeast; AID 1347120; actives 0.24% (n = 390,000); Potency, µM (series often up to 76.6 µM), for the others: top-dose growth rescue (activation), actives largely listed as activators; S. cerevisiae FUS-expressing, growth rescue, OD600, 24 h;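 also: plate controls were DMSO vehicle for no effect and reference control for full effect; nearly all actives have a fitted effect of over 55% in size; some results filed as inactive show a strong effect at the top dose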
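Yeast FUS proteinopathy model; galactose-induced FUS (2%), starting OD 0.005. Cpds in dilution series, 24hr, 30C, 99% humidity. Abs 600 nm growth. Pos ctrl CP55940 (top 92uM final); neg ctrl DMSO.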
EPAC2 ag: EPAC2 (human) agonism | actives 0.079% (n = 360,000) | Q8WZA2 | EPAC2 activation, biochemical qHTS; response scale: 100% = 6.5 mM cAMP response | AID 720711 | Potency, µM (doses to about 154 µM), without a hit: at the top dose activation, hits mostly activators; also: nearly all actives have a fitted effect of over 50% in size
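Fluorescence exchange assay: 100 nM EPAC2 with 250 nM RAP1B-BODIPY-GDP and 50 uM GDP; compounds tested as a concentration-titration series (qHTS). Loss of Rap1-bound BODIPY-GDP fluorescence read at 480/540 nm; data normalized to 6.5 mM cAMP.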
* = called active by the depositor; i = inactive; u = inconclusive; x = no result given; [ ] = dose if it differs, or a comment. Calls follow the shape of the dose curve; as a rule, active = well fitted curve in the direction sought with a large enough effect; inconclusive = small, poorly fitted or top-dose-only effect, or another doubt; inactive = no such curve, though single readings can be large; an effect the other way counts as inactive or inconclusive. Potency is read from the fitted curve at half-maximal effect. An excerpt; the hit share may differ from the screen's.

SMILES	aSyn rescue	EPAC1 antagonist	EPAC2 antag	TDP-43 yeast inh	EPAC1 ag	PTHR1 agonist	FUS suppressor	EPAC2 ag
CC(C)(C)NC(=O)COc1ccc(-c2ccccc2)cc1	9%	-6%	-2%	u	9%	-21%[57.5 µM]	18%	-9%
O=C(c1cn[nH]c1)N1CCc2c([nH]c3ccccc23)C1c1c(F)cccc1Cl (centres undefined)	-4%	-2%	-9%	-23%	3%	i	26%	3%
COc1ccc(C(=O)NCC(=O)N/N=C/c2ccc([N+](=O)[O-])o2)cc1OC	-1%	-1%	11%	-1%	-4%	i	38%	8%
COc1ccc(-n2c(=S)[nH]c3cc(C(=O)O)ccc3c2=O)cc1	-8%	-12%	9%	-14%	10%	i	20%	2%
COc1ccc(-n2nc([N+](=O)[O-])c(=NCCC3=CCCCC3)n2O)cc1	9%	5%	-15%	20µM*	8%	-18%	21%	12%
CSC1=N/C(=C\c2ccc(C)s2)C(=O)S1	-3%	u	-2%	7%	-25%	i	x	1%
CCOc1cc(/C=N/N=C2/NC(=O)C(CC(=O)O)S2)ccc1OCc1ccccc1Cl (centres undefined)	-1%	-23%	-25%	-8%	2%	-16%	u	-4%
C/C(=N\NC(=O)c1cc(C)nc2ccc(C)cc12)c1ccncc1	-4%	15%	-1%	16%	-7%	i	18%	5%
CCN1C(c2ccccc2)=C(c2ccccc2)S/C1=C\C=C1/SC(=S)N(C)C1=O	-3%	22%	6%	0%	-3%	-8%[57.5 µM]	45%	-2%
O=S(=O)(c1ccc(Br)cc1)n1c(Cc2ccccc2)nc2ccccc21	-3%	-4%	2%	5%	-4%	-18%	14%	14%
N#Cc1nc(COc2ccccc2)oc1N1CCN(Cc2ccccc2)CC1	1%	-20%	0%	4%	0%	-15%[57.5 µM]	0%	5%
CC(C)CC(C(=O)Nc1ccccc1)N1C(=O)C2C3C=CC(C3)C2C1=O (centres undefined)	-1%	-7%	-6%	x	4%	-12%	10%	3%
CCOC(=O)N1CCN(C(=O)CSc2nc(C)nc3c2c(=O)n(C)c(=O)n3C)CC1	2%	0%	-1%	23%	10%	i	-30%	-2%
O=C(O)c1cn(-c2ccccc2)nc1-c1cccnc1	0%	6%	5%	-18%	-5%	-40%[inhibitor]	7%	6%
CC1CCCC(NC(=O)C2CCN(S(=O)(=O)N3CCCCC3)CC2)C1C (centres undefined)	2%	4%	7%	25%	-2%	-24%	-21%	6%
O=C(N/C(=C\c1ccco1)C(=O)N1CCCC(CO)C1)c1ccccc1 (centres undefined)	5%	1%	1%	-3%	9%	i	-8%	-7%
COP(=O)(OC)C(Nc1ccc([N+](=O)[O-])cc1)c1ccccc1 (centres undefined)	4%	-10%	1%	1%	-3%	-3%	4%	13%
CC(=O)c1c(C)[nH]c(C(=O)COC(=O)CCSc2ccccc2)c1C	1%	-8%	-25%	29%	3%	-6%	-14%	8%
CCCCN(CCCC)Cc1cc(=O)oc2cc(C)c(Cl)cc12	-1%	-13%	u	-22%	-3%	-54%[inhibitor]	5%	-9%
CCN(CC)S(=O)(=O)c1ccc(N2CCOCC2)c(NC(=O)c2cccc(C#N)c2)c1	3%	u	3%	x	-2%	i	23%	2%
CC1CCN(C(=O)CN2CCSc3ccc(S(=O)(=O)N(C)C)cc32)CC1	-8%	x	x	21%	x	i	3%	x
COC(=O)c1sc(NC(=O)c2ccc3c(c2)OCO3)c(C#N)c1C	-2%	-34%	4%	-18%	-6%	-2%	11%	10%
CCCCCCCCCCS(=O)(=O)N/N=C/c1ccc([N+](=O)[O-])cc1	0%	-16%	-22%	-6%	0%	-16%	19%	6%
COc1ccc(CNC(=O)CSc2nc3ccccc3n2C(C)=O)cc1	0%	-8%	-10%	13%	2%	i	-21%	4%
Cc1noc(C)c1CCC(=O)Nc1cc(C(=O)O)ccc1Cl	-1%	6%	12%	-18%	-8%	25%	3%	-5%
Fc1ccc(OCCCCCN2CCCC2)cc1	-1%	13%	13%	-6%	6%	u	-9%	-5%
COc1ccc(CN(C)C(C)C(=O)Nc2ccc(S(=O)(=O)N3CCCCC3)cc2)cc1F (centres undefined)	0%	-19%	-3%	6%	8%	-15%	-1%	10%
O=C(NCc1cccnc1)C1CC(c2ccccc2O)=NO1 (centres undefined)	-1%	7%	-3%	-8%	2%	-1%	-4%	11%
CCOC(=O)C(NCc1ccccn1)(NC(=O)c1cccnc1)C(F)(F)F (centres undefined)	-34%[inhibitor]	-2%	17%	-30%[inhibitor]	2%	i	-2%	2%
CN1/C(=C\C(=O)c2oc3ccccc3c2N)C(C)(C)c2ccccc21	7%	0%	-1%	23%	-11%	-28%	-45%	-7%
Cc1ccc(S(=O)(=O)NCCC(=O)OCC(=O)Nc2ccccc2Cl)cc1	4%	14%	11%	-20%[1.82 µM]	-3%	i	0%	6%
CCOc1ccc2cc(C#N)c(SCC(=O)OC)nc2c1	-13%	9%	14%[57.1 µM]	-2%	-4%	-1%[57.5 µM]	31%	-4%
Fc1cccc(CN2CCN(C(=S)NCCc3ccccc3)CC2)c1	-5%	-16%	-5%	13%[9.22 µM]	2%	-7%	10%	-4%
O=C(c1ccccc1Br)N1CCN(c2ccccc2)CC1	20%	15%	11%	19%	-10%	-9%[57.5 µM]	24%	-3%
CCCCn1c(N)c(N(CCOC)C(=O)c2sc3ccccc3c2Cl)c(=O)[nH]c1=O	21%	-9%	-10%	21%	-1%	-14%	4%	7%
CC(=O)C1=C(c2ccccc2)NC(=O)NC1c1ccccc1OCC(=O)Nc1ccccc1 (centres undefined)	1%	-14%	-10%	-18%	-2%	-11%[57.5 µM]	17%	7%
CCCCCCCCC(=O)N/N=C/c1cccc(Br)c1	6%	7%	-5%	0%	11%	0%[57.5 µM]	-10%	0%
Cc1nn(CC(=O)Nc2nnc(C(C)C)s2)c(=O)c2ccccc12	-4%	5%	4%	5%	9%	-22%	-10%	4%
CN(CCN1CCc2ccccc2C1)Cc1nc(Cc2ccccc2F)no1	0%	-6%	1%	16%	2%	-1%	-2%	0%
O=C(CO/N=C/c1ccccc1Cl)N1CCCc2ccccc21	8%	8%	6%	1%	8%	i	x	17%
COc1cccc(Nc2nc(C(N)Cc3ccc(F)cc3)cs2)n1 (centres undefined)	-24%	0%	4%	20%	8%	i	-5%	15%
CN(Cc1cccc(Cl)c1Cl)C(=O)c1cc(S(=O)(=O)N2CCOCC2)ccc1F	20%	1%	-15%	-15%	9%	-20%	29%	9%
COC(=O)c1ccc(Oc2nc(N(C)C)nc(N3CCOCC3)n2)cc1	8%	6%	-1%	-5%	9%	-20%	18%	-6%
CC(C)CCNC(=O)c1cc2c(=O)[nH]c3ccccc3c2s1	0%	-24%	8%	18%	4%	i	-20%	-8%
Cc1nc(-c2cccc(S(=O)(=O)N3CC(C)OC(C)C3)c2)cs1 (centres undefined)	-6%	11%	9%	10%	5%	i	2%	-5%

12 of the compounds above, with values under each structure:
Value order: aSyn rescue, EPAC1 antagonist, EPAC2 antag, TDP-43 yeast inh, EPAC1 ag, PTHR1 agonist, FUS suppressor, EPAC2 ag
- O=C(c1ccccc1Br)N1CCN(c2ccccc2)CC1
    20%, 15%, 11%, 19%, -10%, -9%[57.5 µM], 24%, -3%
- CCCCn1c(N)c(N(CCOC)C(=O)c2sc3ccccc3c2Cl)c(=O)[nH]c1=O
    21%, -9%, -10%, 21%, -1%, -14%, 4%, 7%
- CC(=O)C1=C(c2ccccc2)NC(=O)NC1c1ccccc1OCC(=O)Nc1ccccc1 (centres undefined)
    1%, -14%, -10%, -18%, -2%, -11%[57.5 µM], 17%, 7%
- CCCCCCCCC(=O)N/N=C/c1cccc(Br)c1
    6%, 7%, -5%, 0%, 11%, 0%[57.5 µM], -10%, 0%
- Cc1nn(CC(=O)Nc2nnc(C(C)C)s2)c(=O)c2ccccc12
    -4%, 5%, 4%, 5%, 9%, -22%, -10%, 4%
- CN(CCN1CCc2ccccc2C1)Cc1nc(Cc2ccccc2F)no1
    0%, -6%, 1%, 16%, 2%, -1%, -2%, 0%
- O=C(CO/N=C/c1ccccc1Cl)N1CCCc2ccccc21
    8%, 8%, 6%, 1%, 8%, i, x, 17%
- COc1cccc(Nc2nc(C(N)Cc3ccc(F)cc3)cs2)n1 (centres undefined)
    -24%, 0%, 4%, 20%, 8%, i, -5%, 15%
- CN(Cc1cccc(Cl)c1Cl)C(=O)c1cc(S(=O)(=O)N2CCOCC2)ccc1F
    20%, 1%, -15%, -15%, 9%, -20%, 29%, 9%
- COC(=O)c1ccc(Oc2nc(N(C)C)nc(N3CCOCC3)n2)cc1
    8%, 6%, -1%, -5%, 9%, -20%, 18%, -6%
- CC(C)CCNC(=O)c1cc2c(=O)[nH]c3ccccc3c2s1
    0%, -24%, 8%, 18%, 4%, i, -20%, -8%
- Cc1nc(-c2cccc(S(=O)(=O)N3CC(C)OC(C)C3)c2)cs1 (centres undefined)
    -6%, 11%, 9%, 10%, 5%, i, 2%, -5%
